Screening results (PubChem BioAssay)
IL1B secr inh – blocks inflammasome-driven IL-1 beta release. THP-1 LPS/ATP IL-1B secretion, AlphaLISA, 16 h; stronger effect = lower value. activity change, % at 57.5 µM. 360,000 compounds, 4.7% hits; in the data active means activity change below about -50%; inconclusive means mostly about -30% to -49%; further: on the % scale 0 is the no-effect control and ±100 the full control effect
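Secreted IL-1B measured by AlphaLISA bead assay after 16 h compound exposure of THP-1 cells; compounds (final up to 57.5 uM) added 1 h before LPS (250 ng/mL) and ATP (1.25 mM) stimulation; lower signal means less secretion.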
MCF10A rereplic – DNA re-replication induction in MCF 10a cells; MCF 10A DNA re-replication, Hoechst nuclear intensity, 48 h; Potency, µM (top dose mostly 46.1 µM), without a hit: top-dose activity, positive = re-replication, most hits filed as activators; 350,000 compounds, 2.9% hits; AID 624296; further: potency means the concentration at half of the fitted maximal effect; % of control where 0% means no effect; nearly all actives have a fitted effect of over 50% in size
HT1080 IDH1KD tx – toxicity to HT-1080 IDH1 knockdown cells (counter line). Potency, µM (highest dose often 46.1 µM), inactives show top-dose activity, negative = toxicity, hits mostly cytotoxic. HT-1080 IDH1 knockdown viability, ATP luminescence, 48 h. 360,000 compounds, 2% hits;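 further: potency means the concentration at half of the fitted maximal effect; 0% = DMSO wells and -100% = cell-free medium wells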
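Luminescent ATP read-out (CellTiter-Glo, 10 min at room temperature) after 48 h compound exposure at 37 °C gave viability of IDH1-knockdown HT-1080 cells. Activity was normalised to DMSO and cell-free wells, then fitted as concentration-response curves.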
S2 tox – viability counter-screen for ATXN expression inhibitors. S2 cells (HEK-293 line with an ATXN2-luciferase reporter) viability, CellTiter-Fluor protease fluorescence, 24 h. 400,000 compounds, 0.49% hits. Potency, µM (top dose mostly 56.7 µM), most hits filed as cytotoxic; further: potency means the concentration at half of the fitted maximal effect; nearly all actives have a fitted effect of over 40% in size
KB-3-1 cytotox – KB-3-1 parental cell cytotoxicity; KB-3-1 viability, CellTiter-Glo ATP luminescence, 72 h; Potency, µM (top dose mostly 46.1 µM), for inactives: top-dose activity change, negative = cytotoxic, most hits filed as cytotoxic; 400,000 compounds, 1.4% hits; further: potency means the concentration at half of the fitted maximal effect; on the % scale 0 is the no-effect control and ±100 the full control effect; nearly all actives have a fitted effect of over 60% in size
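Using CellTiter-Glo luminescence, growth of non-resistant KB-3-1 adenocarcinoma cells is assessed 72 h after pin-tool compound addition at 37 °C. Normalized responses across the concentration series yield fitted curves.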
SW480 rereplic – inducers of DNA re-replication in SW480 colon cancer cells. SW480 DNA re-replication, Hoechst DNA content imaging, 48 h. 340,000 compounds, 1.8% hits. Potency, µM (series often up to 46.1 µM), for inactives: at the top dose re-replication activation, most hits filed as activators; further: potency means the concentration at half of the fitted maximal effect; % of control where 0% means no effect; nearly all actives have a fitted effect of over 55% in size
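Cells (250 per well) received 23 nL compound or DMSO by pin tool and were kept 48 hr at 37 C, 5% CO2. Nuclei were then stained with Hoechst for 40 min and scanned for DNA content.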
ATXN2 expr inh – inhibitors of ATXN2 expression; HEK-293 ATXN2-luciferase reporter, luminescence, 24 h; Potency, µM (titrated, usually from 57 µM), for the others: top-dose activity change, negative = inhibition, actives largely listed as inhibitors; 360,000 compounds, 0.72% hits; further: potency means the concentration at half of the fitted maximal effect; on the % scale 0 is the no-effect control and ±100 the full control effect; nearly all actives have a fitted effect of over 55% in size
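qHTS (up to 57 uM final) was run with 24 h compound exposure of reporter cells at 37 °C. Each well was multiplexed: SteadyGlo luminescence measured ATXN2-luciferase expression after a fluorogenic Gly-Phe-AFC viability readout (25 uM final).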
HepG2 tox – HepG2 cytotoxicity, counter-screen for TGF-b inhibitors; HepG2 CAGA-GFP viability, ATP luminescence, 18 h; Potency, µM (titrated, usually from 46.1 µM), for inactives: at the highest dose activity change, negative = cytotoxicity, most hits filed as cytotoxic; 410,000 compounds, 0.76% hits; AID 588856; further: potency means the concentration at half of the fitted maximal effect; some results filed as inactive show a strong effect at the top dose
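HepG2 CAGA-GFP cells (1000/well, DMEM with 1% FBS) received compound, then TGF-beta at 500 pg/mL final, and were incubated 18 hours at 37 degrees C. Viability was read by CellTiter-Glo luminescence. Media-only wells were set as complete cell-killing and DMSO as no toxicity.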
HT1080NT lethal – kills 2HG-producing HT-1080-NT fibrosarcoma cells; HT-1080-NT fibrosarcoma viability, CellTiter-Glo ATP luminescence, 48 h; Potency, µM (titrated, usually from 46.1 µM), for the others: at the top dose activity, negative = less viability, usual class: cytotoxic; 360,000 compounds, 1.6% hits; AID 686970;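 further: NT is the 2HG producing partner of a matched IDH1 knockdown line; potency means the concentration at half of the fitted maximal effect; 0% = DMSO-treated cells and -100% = media-only wells without cells; nearly all actives have a fitted effect of over 55% in size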
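A 48-hour cytotoxicity screen used HT-1080-NT cells plated 2 hours before compound delivery. ATP-based CellTiter-Glo luminescence measured viability, normalized to DMSO and no-cell controls.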
* hit, by the source's call; i = inactive; ? = inconclusive; / = not tested or not shown; [ ] = another dose, or the depositor's remark. Unless noted, the call rests on the fitted dose curve; in most records, active means well fitted curve in the direction sought with a large enough effect; inconclusive means small, poorly fitted or top-dose-only effect, or another doubt; inactive means no such curve, though single readings can be large; an effect the other way counts as inactive or inconclusive.

SMILES	IL1B secr inh	MCF10A rereplic	HT1080 IDH1KD tx	S2 tox	KB-3-1 cytotox	SW480 rereplic	ATXN2 expr inh	HepG2 tox	HT1080NT lethal
Cc1cc(C)c(C(=O)NNC(=O)c2cccnc2)c(C)c1	10	2%	1%	i	0%	-8%	-2%	-11%	2%
CC(NC(=O)Nc1cccnc1)(C(F)(F)F)C(F)(F)F	-7	-3%	10%	?	12%	-6%	-5%	7%	17%
O=C(CCCCn1c(=O)c2ccccc2n(Cc2cccc(F)c2)c1=O)NCCc1ccccc1	/	/	/	i	10%	/	4%	-1%	/
Cn1c(NC(=O)c2ccccc2F)c(-c2cccs2)c(=O)c2ccccc21	-26	9%	-16%	i	-2%	-5%[9.22 µM]	-19%	-3%	-1%
O=C(O)CC1CC(O)CCC1=O (configuration not stated)	7	/	11%	i	0%	/	1%	-5%	24%
COCCNC(=O)C1(C)CCN(C(=O)c2cc(C(C)(C)C)nn2C)C1 (configuration not stated)	4	/	11%	i	0%	/	6%	-1%	?
CCOc1ccc(NC(=O)CC(c2ccccc2)c2ccc(F)cc2)cc1 (configuration not stated)	5	-1%	1%	i	4%	-19%	-7%	-9%	-2%
COC(=O)CCC(=O)NNC(=O)c1cccc(Cl)c1	-3	0%	-11%	i	0%	-5%	3%	-11%	-4%
O=C(c1cccs1)N1CCCc2cc(NS(=O)(=O)c3ccc(F)cc3)ccc21	/	/	/	?	-25%	/	-19%	-23%	/
CC(C)C(NC(=O)c1ccc(C(C)(C)C)cc1)C(=O)NCCc1ccccn1 (configuration not stated)	29	18%	8%	i	-1%	-3%	3%	-9%	8%
CN1CCN(c2ccccc2NC(=O)c2cccc(OCc3ccccc3)c2)CC1	-65*	1%	18µM*	i	2%	5%	-23%	-52%	?
O=C(C1Cc2ccccc2CN1S(=O)(=O)c1ccc(F)cc1)N1CCCCC1 (configuration not stated)	-8	7%	10%	i	0%	8%	10%	-1%	14%
CN1C(=O)CCC(CCC(=O)O)(c2ccccc2O)C1=O (configuration not stated)	14	-1%	17%	?	10%	2%	-17%	-3%	10%
Cc1cc2nc(Sc3c([N+](=O)[O-])nc(C)n3Cc3ccccc3)[nH]c2cc1C	-98*	21µM*	?	?	?	?	-19%	-11%	?
CC(C)CC(=O)Nc1nc2ccc(S(C)(=O)=O)cc2s1	-1	4%	-27%	i	?	0%	11%	11µM*	-16%
CCCN1CCN(CCCNC(=O)CCCn2nc(C)c3sc4ccccc4c3c2=O)CC1	-14	1%	0%	?	-1%	-9%	/	-14%	-6%
Cc1ccc(NC(=O)C(C)SCc2ccccc2)cc1 (configuration not stated)	0	-10%	3%	i	-7%	-11%	/	-27%	-3%
O=C(CCNS(=O)(=O)c1ccccc1)N1CCCCCC1	5	0%	12%	i	-5%	-5%	14%	0%	?
Cc1ccccc1NC(=O)COC(=O)c1ccccc1SCC(=O)N1CCCC1	0	6%	4%	i	-5%	-4%	10%	10%	5%
CC(=N)C1=C(O)CC(C)(C)CC1=O	16	-1%	-3%	i	2%	-1%	-22%	7%	-4%
Cc1cc(C)n2nc(C(F)(F)F)c(-c3ccccc3)c2n1	44	-1%	1%	i	-19%	11%	4%	-26%	18%
COc1ccc(NC(=O)COc2ccc(Br)cc2)c(OC)c1	18	-1%	-12%	i	-2%	0%	/	2%	-26%
CC1=C(C(=O)OCc2ccccc2)C(c2cccs2)NC(=O)N1CCCC(=O)O (configuration not stated)	0	0%	5%	i	18%	1%	0%	-2%	22%
COc1ccc(C(=O)NNC(=O)CSc2nnc(-c3cccnc3)o2)cc1	-16	0%	3%	i	3%	-6%	-6%[11.3 µM]	5%	4%
CN(C(=O)Cn1nc(C(=O)O)c2ccccc2c1=O)C1CCCCC1	19	0%	1%	i	18%	-5%	6%	-2%	2%
CCOC(=O)c1ccc(N=C2SC(C(=O)NC)CC(=O)N2Cc2ccc(F)cc2)cc1 (configuration not stated)	2	?	0%	i	-8%	9%	-8%	7%	?
O=C(NCC(=O)N1CCN(c2ncccn2)CC1)c1ccccc1F	16	-9%	10%	i	20%	25%	1%	-5%	9%
COc1ccc(CNC(=O)c2sc(=O)n(Cc3ccc(C)cc3)c2C)cc1	?	/	-2%	i	-30%	/	-18%	0%	5%
O=C(CSc1ccc(Cl)cc1)NNC(=O)c1ccco1	8	-15%	16%	i	22%	-5%	10%	13%	22%
COc1ccc(N2CC(C)Cn3c2nc2c3c(=O)n(CCN3CCOCC3)c(=O)n2C)cc1 (configuration not stated)	-14	-4%	0%	i	23%	-14%	-5%	1%	6%
O=C(CNC(=O)C1CCCCC1)Nc1ccc(Cl)cc1	5	20%	-1%	i	-6%	-4%	23%	-10%	-1%
Cc1cc(=O)[nH]c(SCC(=O)NCc2ccc3c(c2)OCO3)n1	0	1%	16%	i	1%	7%	2%	-13%	2%
O=C(Nc1nnc(C2=COCCO2)o1)c1cccc([N+](=O)[O-])c1	i	-5%	0%	i	-5%	-7%	-9%	0%	1%
Cc1cc(=O)[nH]c(SCC(=O)NCCOc2ccccc2)n1	21	-19%	-8%	i	3%	2%	5%	-7%	-14%
CCCCCCCCOC(=O)CCn1[nH]c(=O)c2ccccc2c1=O	-6	16%	4%	i	-12%	-2%	3%	-1%	6%
O=C(NCc1ccccc1)N1CCN(c2ccc(Cl)c(Cl)c2)CC1	39	?	?	i	?	?	-35%	-51%	?
CCN(CC)C(=O)Cn1cc(C(=O)C(=O)NCCc2c[nH]c3ccccc23)c2ccccc21	-21	2%	-18%	i	-1%	-25%	-24%	-1%	0%
Cc1ccc(N(CC(=O)Nc2ccc3c(c2)OCCO3)S(=O)(=O)c2c(C)noc2C)cc1	0	-3%[9.22 µM]	-10%	i	-5%	-1%	0%	7%	-15%
COc1cc(CC(=O)OCC(=O)N2CCCCC2C)cc(OC)c1OC (configuration not stated)	-5	14%	0%	/	1%	-10%	-7%	-18%	-2%
Cc1nn(C)c(C)c1S(=O)(=O)N1CCC(CO)(CC2CCCCO2)CC1 (configuration not stated)	23	0%	4%	i	-1%	2%	2%	7%	0%

As a working copy, 9 of the compounds above:
SMILES	IL1B secr inh	MCF10A rereplic	HT1080 IDH1KD tx	S2 tox	KB-3-1 cytotox	SW480 rereplic	ATXN2 expr inh	HepG2 tox	HT1080NT lethal
COc1ccc(C(=O)NNC(=O)CSc2nnc(-c3cccnc3)o2)cc1	-16	0%	3%	i	3%	-6%	-6%[11.3 µM]	5%	4%
CN(C(=O)Cn1nc(C(=O)O)c2ccccc2c1=O)C1CCCCC1	19	0%	1%	i	18%	-5%	6%	-2%	2%
CCOC(=O)c1ccc(N=C2SC(C(=O)NC)CC(=O)N2Cc2ccc(F)cc2)cc1 (configuration not stated)	2	?	0%	i	-8%	9%	-8%	7%	?
O=C(NCC(=O)N1CCN(c2ncccn2)CC1)c1ccccc1F	16	-9%	10%	i	20%	25%	1%	-5%	9%
COc1ccc(CNC(=O)c2sc(=O)n(Cc3ccc(C)cc3)c2C)cc1	?	/	-2%	i	-30%	/	-18%	0%	5%
O=C(CSc1ccc(Cl)cc1)NNC(=O)c1ccco1	8	-15%	16%	i	22%	-5%	10%	13%	22%
COc1ccc(N2CC(C)Cn3c2nc2c3c(=O)n(CCN3CCOCC3)c(=O)n2C)cc1 (configuration not stated)	-14	-4%	0%	i	23%	-14%	-5%	1%	6%
O=C(CNC(=O)C1CCCCC1)Nc1ccc(Cl)cc1	5	20%	-1%	i	-6%	-4%	23%	-10%	-1%
Cc1cc(=O)[nH]c(SCC(=O)NCc2ccc3c(c2)OCO3)n1	0	1%	16%	i	1%	7%	2%	-13%	2%

Carrying on.
SMILES	IL1B secr inh	MCF10A rereplic	HT1080 IDH1KD tx	S2 tox	KB-3-1 cytotox	SW480 rereplic	ATXN2 expr inh	HepG2 tox	HT1080NT lethal
COc1ccc(CC(=S)N2CCOCC2)cc1OC	-17	-3%	4%	i	2%	0%	-13%	1%	6%
Cc1cc(C)c2oc(-c3ccc(Cl)c(NC(=O)c4cccs4)c3)nc2c1	/	/	/	i	-15%	/	50%[activator]	-10%	/
CCOC(=O)c1c(Cc2cccc(Cl)c2)c[nH]c1C	-1	25%	-2%	i	12%	1%	17%	1%	-1%
CCN(CC)c1nc2n(c(=O)n1)CCO2	8	-6%	15%	i	18%	-11%[9.22 µM]	-2%	-1%	10%
CCOCc1c(C(=O)OCC(=O)Nc2ccc(C)c(S(=O)(=O)N(C)C)c2)oc2ccccc12	3	18%	1%	i	7%	6%	5%	10%	-1%
COCCCn1c(Cc2csc(Nc3cccc(Cl)c3)n2)nnc1SCC(=O)OC	-4	?	6%	i	10%	-7%	-4%	-33%	-1%
Cc1cccc(-c2nc(NCCCN(C)C)c3ccccc3n2)c1	-86*	0%	?	i	7%	0%	-33%	-8%	?
C=C1CCN([C@@H](Cc2ccccc2)C(=O)O)S(=O)(=O)c2ccccc21	45	17%	8%	i	16%	-9%	9%	2%	14%
CCN(CC)C(=O)C1CCN(S(=O)(=O)c2ccc3c(c2)CCCN3C(=O)C2CCC2)CC1	43	18%	-1%	i	-6%	-17%	-10%	-2%	4%
C=CCNC(=O)c1oc2ccc(S(=O)(=O)N(CC)CC)cc2c1C	10	-4%	-6%	i	0%	7%	-8%	-10%	?
